High-throughput results: PubChem, several laboratories
TRPML3 agonist – human mucolipin-3 channel agonism; activation, % at 3 µM; AID 1448; HEK293 TRPML3-YFP, Fluo-8 calcium fluorescence; 100% = the carbachol control signal; 0.29% of 220,000 active;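 active means activation above its plate's cutoff, the mean activation of the plate's test wells plus 3 SD, cut at about 12% in these data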;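 further: 0% = DMSO only wells and 100% = carbachol wells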
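Material: TRPML3-YFP stable HEK293 cells | Dosing: One concentration, 3 µM nominal, 0.3% DMSO | Timing: 125 s total fluorescence read per well | Technique: Fluo-8 calcium dye fluorescence, ex 470-495, em 515-575 nm | Measure: Percent activation from peak-to-basal fluorescence ratio, scaled between DMSO and carbachol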
BaF3 parental – counter-screen for JAK2V617F inhibitors: parental Ba/F3 viability inhibitors; inhibition, % at 5.6 µM; 1.1% of 220,000 active; CellTiter-Glo ATP luminescence;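 active means inhibition above a per-campaign cutoff, the mean inhibition of all tested compounds plus 3 SD, cut at about 27% in these data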;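 further: 0% = DMSO wells and 100% = JAK Inhibitor I control wells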
TNF necrop inh – inhibitors of TNF-alpha induced necroptosis in Jurkat FADD-/- cells | Jurkat FADD-/- TNF necroptosis rescue, ATP luminescence, 24 h; 0 = TNF only, 100 = no-TNF cells | activation (protection from cell death), % at 10 µM | 0.068% of 220,000 active;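 active means activation, meaning protection from cell death, of at least 50% relative to plate controls; inactive means activation below 50%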;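 further: necroptosis triggered by 40 ng/mL TNF-alpha added together with compound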
CHOP inhibitor – blocks CHOP induction under ER stress; AID 2732; 3.8% of 220,000 active; CHO-K1 CHOP-promoter luciferase, tunicamycin-induced, 15-18 h; inhibition, % at 10 µM;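 active means compounds that reduced the stress-induced luciferase reporter signal by more than about 70% of percent inhibition, limit read from the data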;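 further: 0% = tunicamycin plus vehicle and 100% = wells without tunicamycin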
Wee1 stabilizer – human Wee1 degradation inhibition, primary screen. HeLa Luc-Wee1K328M stability, luciferase luminescence; 100% = proteasome inhibitor MG132 effect. reporter increase, % at 5 µM. AID 1321. 1.2% of 220,000 active. P30291;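 active means activation above the mean of all tested compounds plus 3 SD, set per screening run, cut at about 8.8% in these data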;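 further: cells exposed to compound for 20 h before luminescence read; 0% = DMSO alone and 100% = MG132 at 30 µM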
Target sequence (P30291 whole entry K328M): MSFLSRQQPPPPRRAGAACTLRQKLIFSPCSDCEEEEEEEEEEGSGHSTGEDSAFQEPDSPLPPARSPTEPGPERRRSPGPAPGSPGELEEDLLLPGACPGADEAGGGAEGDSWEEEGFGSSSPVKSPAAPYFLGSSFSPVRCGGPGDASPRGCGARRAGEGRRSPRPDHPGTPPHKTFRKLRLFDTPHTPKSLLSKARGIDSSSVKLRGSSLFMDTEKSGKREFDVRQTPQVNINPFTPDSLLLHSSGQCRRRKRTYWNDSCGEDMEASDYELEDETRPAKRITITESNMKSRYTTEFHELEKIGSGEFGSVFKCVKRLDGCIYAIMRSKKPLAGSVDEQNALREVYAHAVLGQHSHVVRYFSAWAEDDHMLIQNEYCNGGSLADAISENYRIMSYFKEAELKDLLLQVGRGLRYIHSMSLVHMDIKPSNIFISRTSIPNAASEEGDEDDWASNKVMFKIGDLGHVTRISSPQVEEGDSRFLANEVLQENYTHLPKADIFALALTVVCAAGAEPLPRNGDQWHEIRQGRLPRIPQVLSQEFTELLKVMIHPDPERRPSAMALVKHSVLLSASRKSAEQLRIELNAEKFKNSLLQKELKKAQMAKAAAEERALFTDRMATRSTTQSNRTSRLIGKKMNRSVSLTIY
TRPN1 ag – agonists of zebrafish TRPN1 channel | HEK293 zebrafish TRPN1-YFP, Fluo-8 calcium fluorescence; 100% = response to 87 µM carbachol | activation, % at 3 µM | 0.18% of 220,000 active | AID 1424;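 active means activation above its plate's cutoff, the mean activation of test wells on that plate plus 3 SD, cut at about 19% in these data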;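 further: 0% = DMSO alone and 100% = 87 µM carbachol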
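Material: zebrafish TRPN1-YFP in HEK293 cells; Doses: single test compound dose, 3 µM nominal, 0.3% DMSO; Timing: dye loading 1 h at 37 °C, then 30 min room temperature; Technique: intracellular calcium fluorescence with Fluo-8; Benchmarks: high carbachol 87 µM, low DMSO alone.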
PPC-1+TRAIL kill – kills PPC-1 cancer cells in the presence of TRAIL; PPC-1 cells + TRAIL, ATPLite viability luminescence; cell killing (% activity), % at 4 µM; 0.41% of 220,000 active;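 active means cell killing above 50% in the first pass at 4 µM, then a duplicate retest at 5 µM averaging 50% or more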;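 further: plate controls were cells with TRAIL plus DMSO for no effect and medium-only wells lacking cells for full effect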
Ba/F3 V617F tox – reduce viability of Ba/F3 cells dependent on JAK2V617F; Ba/F3 EpoR-JAK2V617F viability, ATP luminescence; inhibition, % at 5.6 µM; 1.1% of 220,000 active; AID 1446;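 active means inhibition above the campaign mean plus 3 SD over all tested compounds, cut at about 24% in these data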;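 further: cytokine-independent growth of Ba/F3 cells driven by EpoR plus mutant JAK2; 0% = DMSO-treated cells and 100% = JAK inhibitor I control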
RBBP9 inhibitor – human RBBP9 hydrolase inhibition; O75884; recombinant RBBP9, FP-Rh probe fluorescence polarization; inhibition, % at 7.94 µM; 0.2% of 220,000 active; AID 1515;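 active means inhibition above the campaign mean of all tested compounds plus 3 SD, cut at about 14% in these data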;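 further: plate controls were DMSO wells with RBBP9 for no effect and wells lacking RBBP9 protein for full effect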
Target sequence (O75884 whole entry, looked up): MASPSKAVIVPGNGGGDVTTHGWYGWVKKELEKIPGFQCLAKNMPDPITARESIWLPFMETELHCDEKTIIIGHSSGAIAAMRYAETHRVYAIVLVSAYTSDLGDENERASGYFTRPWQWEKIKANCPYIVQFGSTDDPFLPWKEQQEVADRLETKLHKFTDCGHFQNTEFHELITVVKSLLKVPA
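System: RBBP9 protein | Quantity: 2.5 µM RBBP9 dispensing solution, before mixing | Reagent: FP-Rh probe, 375 nM dispensing solution | Timing: Enzyme-compound preincubation 30 min, then probe labeling 45 min, 25 °C | Measured by: Fluorescence polarization | Read-out: % inhibition | Replication: One well per compound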
Numbers without * were called inactive; . = not tested or not shown; & = joins results of further samples. Rows are unselected; overall some 6.8% were active at least once.

Each structure is followed by: TRPML3 agonist | BaF3 parental | TNF necrop inh | CHOP inhibitor | Wee1 stabilizer | TRPN1 ag | PPC-1+TRAIL kill | Ba/F3 V617F tox | RBBP9 inhibitor
COc1ccc(CNC(=O)COC(=O)C2CC3C=CC2C3)cc1 (configuration not stated)
    0.4 | 3 | 1.4 | 8 | -3 | -0.6 | 6 | 3 | 0
Cc1c(C(c2cccs2)c2c(C)n(C)n(-c3ccccc3)c2=O)c(=O)n(-c2ccccc2)n1C
    -0.5 | -1 | -1.6 | 9 | -2 | -1.8 | -11 | -1 | 2
CC1Cc2cc(/C(O)=C3/C(=O)C(=O)N(Cc4ccco4)C3c3cccs3)ccc2O1 (configuration not stated)
    -0.2 | 8 | -1.2 | -3 | -3 | 1.3 | 34 | 3 | -5
CCn1cc([N+](=O)[O-])c(C(=O)Nc2nc(-c3ccc(C)c(C)c3)c(C)s2)n1
    0.8 | -3 | -2.3 | 14 | -4 | 0.2 | 5 | -2 | -5
c1ccc(-n2nnnc2Oc2ccc(-c3nnco3)cc2)cc1
    -0.1 | 1 | -6.2 | 13 | -1 | 0.4 | . | -1 | -7
CCOC(=O)N=Nc1c(O)n(CC)c2ccccc12
    0.4 | 0 | 0.5 | 9 | -4 | 0.6 | 2 | -3 | -7
CC(=O)OCC(OC(C)=O)C(OC(C)=O)C(OC(C)=O)C(=O)Nc1ccccc1C (configuration not stated)
    -0.7 | 4 | 1.0 | 0 | 0 | -0.4 | 8 | 0 | 3
CC(=O)Nc1ccccc1C(=O)N1CCc2ccccc21
    0.5 | 0 | -0.6 | 8 | 1 | 0.6 | 12 | 3 | 6
CCCOc1ccc(-c2nc(C#N)c(N3CCc4ccccc4C3)o2)cc1
    1.2 | 4 | 1.2 | 2 | 1 | -0.9 | 8 | -1 | 7
c1ccc2c(c1)nc(CN1CCOCC1)n1c3ccccc3nc21
    0.0 | 0 | -1.4 | 5 | 2 | 0.8 | 21 | 0 | -8
C=CCNC(=S)N/N=C/c1ccc(C)c([N+](=O)[O-])c1
    -0.6 | 6 | 0.4 | 10 | -1 | -1.4 | 23 | 3 | -7
CC(C)Cn1c(N)c(C(=O)COC(=O)c2cc(C(F)(F)F)nc3ccccc23)c(=O)n(C)c1=O
    0.5 | 1 | -0.4 | 34 | 1 | 1.2 | 18 | 2 | -4
Cc1nc2c(-c3ccccc3)c(C)nn2c(C)c1CCC(=O)N1CCOCC1
    -1.2 | 12 | -1.4 | -13 | -2 | 0.5 | 6 | 4 | 0
CCN(CC)S(=O)(=O)c1cccc(NC(=O)COC(=O)C2COc3ccccc3O2)c1 (configuration not stated)
    0.3 | 3 | 1.3 | 0 | 0 | -0.5 | 1 | -2 | -8
CC1(C)C2([N+](=O)[O-])CN3CC1([N+](=O)[O-])CN(C2)C31CCCC1
    -0.6 | 0 | -1.8 | 1 | -1 | 1.1 | 23 | -4 | -3
CCN(CC)c1ccc(S(=O)(=O)N2CCOCC2)cc1NC(=O)CN1CCc2ccccc2C1
    6.0 | 4 | -0.1 | 13 | 1 | 0.7 | 21 | -2 | -6
O=C(N/N=C\c1ccc(OC(=O)c2cccs2)cc1)c1ccc(Cl)cc1
    0.8 | 1 | -0.7 | 13 | 3 | 0.9 | 17 | -1 | -8
CN1[C@@H](CC(=O)c2ccccc2)CCC[C@H]1C[C@H](O)c1ccccc1
    1.5&1.0 | 7&-6 | 3.7 | 13&-3&-6 | 2&-2 | 1.9&0.7 | -1&-8 | -4&0 | -5&-4
O=C(CSC(=S)N1CCCCC1)Nc1nc(-c2ccccc2)c(-c2ccccc2)o1
    0.8 | 0 | 0.0 | 16 | 3 | -0.7 | -2 | 0 | -3
CCOC(=O)c1cc(NC(=O)c2ccoc2C)cc(C(=O)OCC)c1
    1.3 | 4 | -1.8 | 56 | 6 | 2.6 | 21 | 4 | -14
CCN(CC)CCOC(=O)c1ccc(N/C=C(/C#N)c2nc(-c3ccc(OC)cc3)cs2)cc1
    1.5 | 0 | -8.6 | 17 | -3 | 1.3 | -2 | -2 | -5
Nc1nnc(CCCCCCCCCCc2nnc(N)s2)s1
    3.7 | 9 | -1.6 | 9 | -4 | 8.1 | 7 | 1 | -1
Nc1nonc1-n1nnc(C(=O)N/N=C/c2ccccc2)c1CSc1ccccc1
    -0.4 | 4 | 1.8 | -11 | 3 | 0.6 | -1 | -6 | -4
CC(C)(C)C(=O)COC(=O)CCc1nc2ccccc2[nH]c1=O
    0.6 | 8 | -1.2 | -9 | -2 | 0.6 | 24 | -2 | -2
COc1cc(NC(=O)C2CCCO2)c(OC)cc1Cl (configuration not stated)
    -0.7 | 3 | -0.3 | -4 | 3 | -3.3 | 4 | 0 | -8
CCN1C(=O)C(O)(CC(=O)c2ccc(-n3cccc3)cc2)c2ccccc21 (configuration not stated)
    0.7 | 5 | 1.3 | 25 | -1 | -0.5 | 16 | -2 | -4
O=C(Nc1nc2ccccc2s1)c1ccc2c(c1)OCO2
    1.6 | 10 | 2.5 | 49 | -2 | 0.6 | 61* | 3 | -4
CCc1ccccc1Nc1nc2ccccc2n1C
    0.4 | 11 | 1.2 | 2 | 0 | -1.5 | 29 | 5 | 0
COc1ccc(C)cc1NC(=O)c1ccc(OC(F)F)cc1
    -0.4 | 5 | -0.8 | 13 | -2 | -1.1 | 15 | -1 | -7
COc1cc(NC(=O)CN(C)Cc2ccc(OC(F)F)cc2)c(C)cc1[N+](=O)[O-]
    0.2 | 10 | 0.3 | 31 | 3 | 0.5 | 11 | 4 | -3
O=C(CSc1cccc[n+]1[O-])Nc1ccc2c(c1)OCO2
    1.1 | 2 | 0.6 | -8 | 8 | 2.0 | 21 | -4 | -1
CCCc1cc(C(=O)Cc2nc3ccccc3s2)c(O)cc1O
    0.0 | 1 | -1.2 | 50 | -2 | -0.2 | -4 | -3 | 2
O=C(Cn1nc(Cl)nc1Cl)Nc1ccccc1
    0.4 | 12 | 1.4 | 29 | 1 | 0.5 | 6 | 2 | 1
CCN(CC)CCN(C(=O)c1ccc([N+](=O)[O-])cc1)c1nc2c(OC)cccc2s1
    0.5 | 5 | 4.5 | 11 | 0 | 0.0 | 4 | 4 | 1
Cn1c(SCC(=O)N/N=C/C=C\c2ccco2)nc2ccccc21
    -1.1 | 11 | -4.5 | -12 | -2 | -0.2 | 17 | 5 | -13
Cc1c(OCc2ccccc2)cccc1OCc1ccccc1
    0.8 | 3 | 1.0 | 22 | -3 | -0.9 | -3 | 0 | -4
Cc1ccc(-n2c(=O)c3cc4c(=O)n(-c5ccc(C)c(C)c5)c(=O)c4c(C(=O)c4ccc(C(=O)O)cc4)c3c2=O)cc1C
    0.7 | -5 | 2.2 | 17 | -2 | 3.1 | 3 | -3 | 3
CCN(CC)c1ccc(NC(=O)/C=C/c2cc(Br)ccc2OC)cc1
    0.0 | 3 | 4.1 | 58 | 2 | -0.7 | 11 | 0 | -9
Cc1sc2ncnc(NC(C)C(=O)O)c2c1C (configuration not stated)
    0.7 | 6 | -0.2 | -11 | -1 | 2.5 | 14 | -2 | 1
COC(=O)c1ccncc1C(=O)Nc1ccc(OC)cc1
    1.4 | 7 | 0.5 | -16 | 2 | 0.9 | 7 | 2 | -1
CCOC(=O)C1=C(N)Oc2cc(C)n(C)c(=O)c2C1c1ccncc1 (configuration not stated)
    1.1 | 1 | 1.1 | -14 | 0 | -0.9 | 15 | -2 | -3
Cc1nc(SCC(=O)NCCc2ccccc2)n[nH]1
    0.5 | 1 | 0.1 | -2 | -4 | 2.1 | 10 | 0 | 7
CCCCc1ccc(S(=O)(=O)Nc2ccc(C)c(NS(C)(=O)=O)c2)cc1
    1.2 | 1 | -0.2 | 26 | 4 | 2.4 | 6 | 0 | -15
COc1ccccc1N1CCN(C(C)C(=O)Nc2ccc(S(=O)(=O)N3CCOCC3)cc2)CC1 (configuration not stated)
    0.7 | 6 | 0.2 | 0 | 1 | 0.9 | 5 | 0 | -9
O=C(CN1C(=O)NC2(CCc3ccccc3C2)C1=O)Nc1ccc(F)cc1 (configuration not stated)
    0.3 | 2 | 1.7 | -12 | 0 | -0.8 | 20 | -3 | 4
Cc1ccc(N(C(=O)c2nsc(Cl)c2Cl)C(C(=O)NC2CCCC2)c2ccc(O)cc2)cc1C (configuration not stated)
    -0.6 | 9 | 1.8 | 40 | 0 | -1.3 | 12 | 2 | -17
Cc1cc(C)c(OCC(=O)Nc2nc(-c3ccccn3)cs2)c(C)c1
    0.4 | 10 | -1.0 | 26 | 0 | -0.2 | 2 | 5 | -6
O=C(O)CSC1=NC(=Nc2cccc(Cl)c2)C2(CCCCC2)N1c1ccccc1
    0.8 | 9 | 0.9 | 28 | 0 | 0.2 | 20 | 2 | -6
O=C(NCc1cccs1)c1ccc([N+](=O)[O-])cc1Cl
    -0.4 | 8 | 1.5 | 8 | 1 | 0.3 | -11 | 3 | -6
COC(=O)c1ccc2nc(NC(=O)CN3C(=O)CCC3=O)sc2c1
    0.0 | -2 | -0.9 | 11 | 1 | -0.1 | 11 | -4 | -3

Next results
Each structure is followed by: TRPML3 agonist | BaF3 parental | TNF necrop inh | CHOP inhibitor | Wee1 stabilizer | TRPN1 ag | PPC-1+TRAIL kill | Ba/F3 V617F tox | RBBP9 inhibitor
O=C(CCC(=O)OCc1ccc(Cl)cc1)Nc1ccccc1
    0.4 | 5 | 1.9 | 1 | -2 | -0.1 | 16 | -2 | 4
C/C(=N/NC(=O)CNC(=O)c1ccc2c(c1)OCO2)c1ccc2c(c1)CCCC2
    0.4 | 4 | -0.3 | 36 | 5 | -1.4 | -12 | 1 | 3
COc1ccc(C(=O)NCC(=O)N/N=C/C(C)=C/c2ccccc2)cc1OC
    -0.6 | 0 | 1.6 | 13 | 1 | 1.4 | 7 | -4 | 2
COc1ccc(N(CC(=O)N2CCN(c3ccc(F)cc3)CC2)S(=O)(=O)c2c(C)n[nH]c2C)cc1
    0.2 | 4 | -0.8 | 13 | -3 | 1.3 | 12 | 1 | -7
Cc1c(N2C(=O)c3cccc4cccc(c34)C2=O)cnn1C
    -0.2 | 0 | 0.6 | 20 | -2 | 2.7 | 0 | -3 | -6
Cc1cc(C)nc(N2CCCC(C(=O)NC(C)C)C2)n1 (configuration not stated)
    0.2 | 4 | -0.3 | 0 | -2 | 0.7 | 4 | 1 | -6
O=C(COc1ccccc1-c1ccccc1)N/N=C/c1ccc2ccccc2c1
    0.7 | 4 | -7.4 | -61 | 3 | 1.1 | -12 | -1 | -6
